# MT1-MMP txn act: activates MT1-MMP transcription | AID 750 | activation factor at 10 µM | HT1080 MT1-MMP promoter luciferase reporter, luminescence, overnight; stronger effect = higher value | actives 0.16% (n = 86,000);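 active = activation factor of at least 2 for MT1-MMP transcription at 10 µM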
# Calb biofilm kill: kills Candida albicans biofilms | AID 834 | C. albicans biofilm + clotrimazole, Alamar Blue | inhibition, % at 6 µM | actives 0.14% (n = 85,000);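 active = inhibition above 20%; inactive = inhibition below 20%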;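 note: preformed 24 hr biofilms exposed to compound for 48 hr; 0% = biofilm without compound and 100% = blank killed by clotrimazole plus chlorhexidine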
# ERa coact pot: ER-alpha (human) coactivator binding potentiation. P03372. TR-FRET ERalpha-LBD/SRC-Cy5 coactivator binding, 2 h; 100 = basal binding, no effect. coactivator binding (% of control), % at 25.6 µM. actives 1.3% (n = 86,000); in the data active = activity above about 200%;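 note: binding measured in presence of low estradiol as agonist stimulus; 0% = peptide alone without receptor and 100% = receptor with peptide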
# Mac1 fbg inh: inhibitors of human CD11b/CD18 binding to fibrinogen | actives 0.54% (n = 93,000) | P05107+P11215 | AID 1497 | inhibition, % at 10 µM | K562 CD11b/CD18 adhesion to fibrinogen, ATPlite luminescence; Mn2+ added to activate the integrin;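 active = primary inhibition of 50% or more at 10 µM, then 40% or more on retest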; note: some results filed as inactive read as strong as hits
# sEH inhibitor: blocks human soluble epoxide hydrolase activity; P34913; inhibition, % at 2 µM; recombinant human sEH enzymatic activity assay; actives 0.34% (n = 91,000); in the data active = inhibition above about 80%; note: values of inactives mirror those of a sister screen read the other way; many of its hits are not listed in these tables
# Target sequence (P34913 whole entry, looked up): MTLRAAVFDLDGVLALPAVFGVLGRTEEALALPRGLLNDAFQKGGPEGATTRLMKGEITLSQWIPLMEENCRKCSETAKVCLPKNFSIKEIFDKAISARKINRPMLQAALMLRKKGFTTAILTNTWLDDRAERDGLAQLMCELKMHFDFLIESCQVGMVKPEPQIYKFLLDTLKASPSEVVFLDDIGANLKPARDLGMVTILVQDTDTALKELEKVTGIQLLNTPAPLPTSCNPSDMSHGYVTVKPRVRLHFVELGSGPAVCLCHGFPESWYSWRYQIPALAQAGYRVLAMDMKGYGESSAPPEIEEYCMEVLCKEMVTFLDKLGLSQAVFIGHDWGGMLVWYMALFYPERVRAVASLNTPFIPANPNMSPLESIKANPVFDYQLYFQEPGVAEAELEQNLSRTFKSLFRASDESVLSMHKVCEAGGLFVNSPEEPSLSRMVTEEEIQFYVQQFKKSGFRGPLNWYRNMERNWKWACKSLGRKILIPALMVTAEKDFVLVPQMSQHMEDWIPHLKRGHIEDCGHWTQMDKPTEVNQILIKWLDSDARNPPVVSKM
# Mac1 fbg enh: CD11b/CD18-fibrinogen binding enhancement | P05107+P11215 | K562 CD11b/CD18 adhesion to fibrinogen, ATPlite luminescence | activation, % at 10 µM | actives 0.07% (n = 93,000);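 active = 10 µM primary screen giving 50% or more activity, confirmed by 40% or more on retest at that dose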; note: strong numbers were not always called active; reference of the scale not given here
# sEH activator: soluble epoxide hydrolase (human) activation | purified human sEH enzymatic activity, activator screen | actives 0.04% (n = 91,000) | activation, % at 2 µM | P34913; in the data active = activation above about 37%; note: values of inactives mirror those of a sister screen read the other way
# ERb coact inh: blocks coactivator binding to human estrogen receptor beta; TR-FRET ER-beta LBD / SRC1-Cy5 peptide binding; receptor agonist-loaded with 1 µM estradiol; Q92731; AID 633; inhibition, % at 25.6 µM; actives 1.3% (n = 86,000);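 active = compounds whose percent inhibition of the receptor-coactivator binding signal exceeds about 50% in the single-dose screen, limit read from the data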;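 note: 0% = receptor plus peptide wells without compound and 100% = peptide-only wells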
# Target sequence (Q92731 whole entry, looked up, the tested form may be a part): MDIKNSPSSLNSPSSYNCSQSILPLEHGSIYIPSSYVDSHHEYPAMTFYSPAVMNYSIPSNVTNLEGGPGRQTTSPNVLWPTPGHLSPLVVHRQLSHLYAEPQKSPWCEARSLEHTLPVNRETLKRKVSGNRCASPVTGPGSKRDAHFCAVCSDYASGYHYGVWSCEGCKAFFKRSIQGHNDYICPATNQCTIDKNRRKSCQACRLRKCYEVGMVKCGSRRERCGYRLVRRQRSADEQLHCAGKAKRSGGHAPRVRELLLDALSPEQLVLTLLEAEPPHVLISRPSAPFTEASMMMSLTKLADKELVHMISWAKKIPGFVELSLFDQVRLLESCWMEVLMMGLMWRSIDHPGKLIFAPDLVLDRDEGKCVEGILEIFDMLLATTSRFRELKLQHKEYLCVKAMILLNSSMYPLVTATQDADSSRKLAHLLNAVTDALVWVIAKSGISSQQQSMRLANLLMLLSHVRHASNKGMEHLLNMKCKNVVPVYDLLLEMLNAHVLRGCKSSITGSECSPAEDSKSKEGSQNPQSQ
# Smad3 inh: blocks human Smad3 binding to FoxH1 peptide; TR-FRET Smad3/Dy647-FoxH1 peptide binding, europium anti-His; inhibition, % at 25 µM; actives 0.29% (n = 88,000);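 active = compounds that reduce the energy-transfer binding signal between the protein and its labelled peptide by more than half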;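 note: 0% = Smad3 plus labelled peptide maximal FRET and 100% = peptide-only background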
# * = called active by the depositor; · = no result given; [ ] = remark or other dose.
# Values run as follows: MT1-MMP txn act	Calb biofilm kill	ERa coact pot	Mac1 fbg inh	sEH inhibitor	Mac1 fbg enh	sEH activator	ERb coact inh	Smad3 inh
CC1CCN(CCCNC(=O)Cc2c(C(=O)O)n(C)c3ccccc23)CC1
→ 1.1	0	116	·	·	·	·	-1[fluorescence artefact?]	-10
CCN1C(=O)NC2=C(C(=O)c3ccccc32)C1c1ccccc1F (stereo unspecified)
→ 1.1	-2	91[fluorescence artefact?]	-7	-6	-3	6	3	-1
Cc1ccc2c(C)nc(NC3=NCN(Cc4ccccc4)CN3)nc2c1
→ 1.1	10	97	2	·	5	·	9	5
O=C(c1ccccc1CCc1ccccc1)N1CCOCC1
→ 1.3	4	111	-41	7	6	-3	-16[fluorescence artefact?]	-1
Cc1sc(-n2c(C)ccc2C)c(C#N)c1C
→ 1.2	7	75	-3	-3	-1	2	-6	-11
COc1ccccc1N1CCN(CC(O)COc2ccc(S(=O)(=O)N3CCOCC3)cc2)CC1 (stereo unspecified)
→ 1.1	3	119	16	-5	-4	6	-10	0
CC1(C)CC(=O)C(Sc2nnc(-c3ccc(O)cc3)n2CC2CCCO2)C(=O)C1 (stereo unspecified)
→ 1.1	7	123	-1	-1	-7	1	10[fluorescence artefact?]	1
COc1ccc(-n2nnnc2SCc2nc3ccccc3s2)cc1
→ 1.6	7	95	13	-5	2	5	-10	6
O=C(NC1CCCC1)c1ccc(CSCc2ccccc2F)o1
→ 1.6	3	100	9	28	-2	-28	-4	14
CCOC(=O)CSc1nc2ccccc2c(=O)n1CCC(=O)NCCc1ccc(OC)c(OC)c1
→ 1	6	125[fluorescence artefact?]	-1	4	-1	-6	9[fluorescence artefact?]	2
CCn1c(-c2ccccc2)ccc(C#N)c1=O
→ ·	·	·	-8	8	-3	-8	·	·
Cn1cccc1Cc1nnc(SCC(=O)NCc2ccccc2Cl)n1-c1ccc(F)cc1
→ 1.1	6	122	-3	·	3	·	-7	-6
COc1ccc(Cn2nnnc2C(c2cccnc2)N2CCN(c3ccc(O)cc3)CC2)cc1 (stereo unspecified)
→ 1.1	1	86[fluorescence artefact?]	-1	10	-1	-10	29	-2
CCOc1ccc(-c2nc(S(=O)(=O)c3ccccc3)c(NCc3cccnc3)o2)cc1
→ 1	2	92	-12	4	0	-9	-9	6
O=C(CN1CCN(Cc2ccc3c(c2)OCO3)CC1)N1CCc2[nH]c3ccccc3c2C1
→ 1.2	2	113	5	-5	0	5	-14	-4

# Two entries from above in another layout.
molecule	MT1-MMP txn act	Calb biofilm kill	ERa coact pot	Mac1 fbg inh	sEH inhibitor	Mac1 fbg enh	sEH activator	ERb coact inh	Smad3 inh
O=C(NC1CCCC1)c1ccc(CSCc2ccccc2F)o1	1.6	3	100	9	28	-2	-28	-4	14
CCN1C(=O)NC2=C(C(=O)c3ccccc32)C1c1ccccc1F (stereo unspecified)	1.1	-2	91[fluorescence artefact?]	-7	-6	-3	6	3	-1

# Continued.
# Values run as follows: MT1-MMP txn act	Calb biofilm kill	ERa coact pot	Mac1 fbg inh	sEH inhibitor	Mac1 fbg enh	sEH activator	ERb coact inh	Smad3 inh
CN(O)/C=c1/ccc2c(n1)C(=O)C=CC=2
→ 0.8	7	106[fluorescence artefact?]	·	·	·	·	-5	21
CC(C)(C)c1cc(S(=O)(=O)CCc2ccccn2)cc(C(C)(C)C)c1F
→ 1	-2	90	-13	-7	4	3	0	20
CC(=O)Nc1ccc(S(=O)(=O)N2CCSC2c2ccccc2Cl)cc1 (stereo unspecified)
→ 1.1	-2	122	-12	5	0	-4	-7	-2
O=C(Nc1ccc(Br)c(Cl)c1)C1CC1
→ 1.2	7	88	17	2	-4	0	9	-17
CC(C(=O)NCc1ccc2c(c1)OCO2)N1c2cccc3cccc(c23)S1(=O)=O (stereo unspecified)
→ 1.2	10	93[fluorescence artefact?]	·	-21	·	23	10	7
CCOC(=O)C1CCCN(C(=O)c2ccc(C)cc2O)C1 (stereo unspecified)
→ ·	·	·	-9	-2	-7	3	·	·
c1coc(C2Nc3ccccc3C3OCCC23)c1 (stereo unspecified)
→ 1.3	0	87	10	10	0	-10	-13	22
Nn1c(SCc2ccccc2)nnc1-c1ccco1
→ 1.3	2	108	-44	-5	-2	7	3	-4
C/C=C/c1ccc(OCCCCn2cncn2)c(OC)c1
→ 1.4	7	120	5	0	6	2	-18	12
COc1ccc(C2CC(=O)C3=C(C2)Nc2ccccc2N(C(C)=O)C3c2ccco2)cc1 (stereo unspecified)
→ 1	9	103	-6	·	1	·	1	-1
CCCCc1nc2ccccc2c(NC(=O)CN2CCCC2)c1CCC
→ 1.2	6	112	·	6	·	-2	-8[fluorescence artefact?]	5
Cn1c(NCCCO)nc2c1c(=O)n(Cc1ccccc1F)c(=O)n2C
→ 1.1	-2	103	·	1	·	1	-20	-1
COc1ccccc1C(=O)NCCn1cc(SCC(=O)Nc2cc(C)on2)c2ccccc21
→ 0.9	-2	122[fluorescence artefact?]	·	3	·	0	0	-7
Cc1cc(C)n2c(Nc3ccc4c(c3)OCCO4)c(-c3ccc(C)o3)nc2n1
→ ·	6	106[fluorescence artefact?]	2	10	-6	-10	0	10
C=CCNC(=S)NNC(=O)c1ccc2c(c1)OCO2
→ ·	·	·	16	-9	-4	10	·	·
CN1C(=O)c2cccc3c(S(=O)(=O)Nc4ccccn4)ccc1c23
→ 1.6	5	100	·	9	·	-10	5	6
Cc1cc(=O)oc2cc(OCC3CC(c4ccc(Br)cc4)=NO3)ccc12 (stereo unspecified)
→ 0.9	-4	172[fluorescence artefact?]	·	-8	·	8	11	-347[fluorescence artefact?]
CC(=O)Nc1nc(COc2ccccc2)cs1
→ 1.3	8	116	-1	2	-1	-4	-4	9
O=C(NCC(=O)N(Cc1ccccc1)C(C(=O)NC1CCCCC1)c1ccco1)c1ccco1 (stereo unspecified)
→ 1.3	-2	102	·	-6	·	9	-6	-9
CC1(C)Oc2ccc(C(=O)NC3CC3)cc2N(CC(=O)N2CCOCC2)C1=O
→ 1.2	2	113	10	·	-2	·	1	-14[fluorescence artefact?]
COc1cccc(CN2C(=O)Nc3ccccc3C(=O)N2C(C)(C)C)c1
→ 1.2	3	82	-3	-4	-2	1	-4	7
CCOC(=O)NC(Nc1sc2c(c1C(N)=O)CCCC2)(C(=O)OCC)C(F)(F)F (stereo unspecified)
→ ·	·	·	-13	-3	-3	3	·	·
Cc1cccc(OCCCC(=O)O)c1C
→ 1.1	5	117	-10	3	2	0	3[fluorescence artefact?]	-12
CN/S(=N/S(=O)(=O)c1ccccc1)c1ccc(C)cc1 (stereo unspecified)
→ 1.3	3	117	-7	·	-1	·	-9	2
Cc1nc(NCCCn2ccnc2)c2oc3ccccc3c2n1
→ 1.3	-2	104	-21	3	5	-3	2[fluorescence artefact?]	3
O=C(c1oc(=O)c2ccccc2c1-c1ccccc1)N1CCC(O)CC1
→ 1.1	6	106	-11	·	1	·	-7	1
CCN(CC)S(=O)(=O)c1cccc2c(N(C)C)cccc12
→ 1.1	·	·	8	-4	16	4	·	·
CCCn1c(SCC(=O)N2c3ccccc3CC2C)nnc1-c1ccco1 (stereo unspecified)
→ 1.2	1	79	·	0	·	3	3	9[fluorescence artefact?]
CC(=O)N1CCN(Cc2nc3cc(NC(=O)C4CCCCC4)ccc3n2C)CC1
→ 1	0	105[fluorescence artefact?]	-5	24	1	-22	-7	-22
CCCCOC(=O)C1=C(C)Nc2nnnn2C1c1ccccc1Cl (stereo unspecified)
→ ·	4	95	2	6	-1	-8	0	8
Cn1c(COc2ccc3ccccc3c2)nnc1SCC(=O)O
→ 1.1	8	113	21	-4	-1	2	6	8
Cc1cc(C)cc(N2C(=O)CC(n3ccnc3)C2=O)c1 (stereo unspecified)
→ 1	-2	93	5	-1	3	1	12[fluorescence artefact?]	-13
COc1ccccc1CNS(=O)(=O)c1cc(C)ccc1OC
→ ·	·	108	-13	-2	4	8	-2	11
CC1CC(C)CN(C(=O)c2ccccc2Nc2ccc(SC(F)F)cc2)C1 (stereo unspecified)
→ 1.7	3	93	·	-9	·	9	-8	1
COc1ccccc1-c1nnc(SCC(=O)OC(C)C)o1
→ 1.2	-3	98	-2	-4	0	8	-11	6
N/C(Cc1ccc(Cl)cc1)=N\OC(=O)c1cccc2ccccc12
→ 1.1	0	93[fluorescence artefact?]	0	-4	0	4	-4	-4
CCCc1cc(NCCCCO)n2c(nc3ccccc32)c1C#N
→ 1.1	-6	95	-1	-2	8	6	-17[fluorescence artefact?]	-15
CCOc1cc(N2CCOCC2)c(OCC)cc1NC(=O)CSc1cccc[n+]1[O-]
→ 1.1	7	73	·	-16	·	13	30	0
Cc1nn(Cc2ccc(C(=O)Nc3ccc(C(=O)OC(C)C)cc3)o2)c(C)c1Cl
→ 1	-2	171	25	29	4	-26	30	2[fluorescence artefact?]
Cc1cc(NC(=O)c2ccc(Br)c(S(=O)(=O)N3CCCC3)c2)no1
→ 0.9	3	117	-2	15	-1	-12	0	18
CSc1ccc(CN(C)CC(=O)NC(=O)NC(C)(C)C)cc1
→ 1.1	6	110	-10	10	0	-8	-5	-8
Cc1nc(N2CCN(c3ccccc3)CC2)nc2c1C(=O)CCC2
→ 1	5	109	6	-3	3	4	3	5
Cn1cc(-c2nnc(-c3ccccc3)o2)c2ccccc21
→ 2.3*	-3	105	·	8	·	-5	0	-15
Clc1ccc2nc(CSc3nc4ccccc4o3)cn2c1
→ 1.6	2	102	-32	-4	16	8	-10[fluorescence artefact?]	-2
O=C(NCCCn1ccnc1)c1cc(S(=O)(=O)N2CCOCC2)c(Cl)cc1Cl
→ 1.1	8	92	2	·	-2	·	4	2

# A second format for 2 compounds above:
Cc1nc(NCCCn2ccnc2)c2oc3ccccc3c2n1
  MT1-MMP txn act: 1.3	Calb biofilm kill: -2	ERa coact pot: 104	Mac1 fbg inh: -21	sEH inhibitor: 3	Mac1 fbg enh: 5	sEH activator: -3	ERb coact inh: 2[fluorescence artefact?]	Smad3 inh: 3
O=C(c1oc(=O)c2ccccc2c1-c1ccccc1)N1CCC(O)CC1
  MT1-MMP txn act: 1.1	Calb biofilm kill: 6	ERa coact pot: 106	Mac1 fbg inh: -11	sEH inhibitor: ·	Mac1 fbg enh: 1	sEH activator: ·	ERb coact inh: -7	Smad3 inh: 1

# (continued)
# Values run as follows: MT1-MMP txn act	Calb biofilm kill	ERa coact pot	Mac1 fbg inh	sEH inhibitor	Mac1 fbg enh	sEH activator	ERb coact inh	Smad3 inh
CC(C)OC(=O)NCCOC(=O)Nc1cccc(Cl)c1
→ 1.1	5	119	3	18	-2	-19	-6	4
COc1ccccc1N(CC(=O)NC1CCCCC1)S(C)(=O)=O
→ 1.2	7	108	-3	10	-1	-10	-3	8
CCOC(=O)Cn1nc(-c2ccc(C)cc2)ccc1=O
→ 1.6	6	114	5	-1	5	-3	-4	2
Cc1cccc2c1N1C(=O)c3c(C(=O)O)cccc3C1CC2C (stereo unspecified)
→ 1.1	3	81	·	6	·	-4	4	5
O=C(NO)c1ccccc1O
→ 1.1	5	116	·	·	·	·	-2	16
Cc1ccc(C(C(=O)NC2CCCCC2)N2CCC3(CC2)OCCO3)cc1 (stereo unspecified)
→ 1.2	2	99	-8	-5	-5	8	1	8
Nc1nncn1C(=O)c1cc(Br)ccc1Cl
→ 1.1	7	90	1	-8	-2	11	1	-4
C=CCn1c(-c2cccc(Cl)c2)n[nH]c1=S
→ 0.9	·	109	-9	10	0	-11	-2	2[fluorescence artefact?]
Cc1ccccc1CN1C(=O)C(O)(CC(=O)c2ccncc2)c2ccccc21 (stereo unspecified)
→ 1	-4	118	6	-1	-4	2	1	-5
CC(=O)c1cccc(NC(=O)N2CCCC2C(=O)NCc2ccccc2)c1 (stereo unspecified)
→ 1	4	109	-1	·	0	·	5	2
CC1CN(c2nc3c(c(=O)n(C)c(=O)n3C)n2Cc2c(Cl)cccc2Cl)CC(C)O1 (stereo unspecified)
→ 1.2	2	121	·	·	·	·	-4	-2
CCN(CC)C(=O)CC(c1ccccc1)c1ccco1 (stereo unspecified)
→ 0.9	-6	112	-3	-7	-4	8	-2	-14

# Source: PubChem

# These rows are one share of the data; count on the stated rates, not on these rows.
